Compound activity from PubChem.
VCAM1 TNFa inh – inhibitors of TNFa-induced VCAM1 expression, primary screen, imaging, HUVEC, TNFa stimulus, immunofluorescence; HUVEC TNFa-induced VCAM-1 immunofluorescence, high-content imaging; inhibition, % at 2 µM; 0.48% of 95,000 active;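 active = inhibition above the batch mean plus 3 SD, with images confirmed as a hit by eye, cut at about 37% in these data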;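 also: 0% = TNF-stimulated DMSO wells and 100% = unstimulated control wells; not every result past the cut was called active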
FAK blocker – FAK kinase inhibitors, primary screen, biochemical; biochemical FAK kinase activity assay; inhibition, %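 (tested at 7 µM)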; 0.84% of 97,000 active; AID 727, 2007; in the data active = inhibition above about 19%;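 also: 0% = DMSO and 100% = reference compound high control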
IL1B cytotox – cytotoxicity in IL-1B stimulated HUVEC, primary screen, cytotoxicity control for IL-1B NFkB translocation project, imaging, Hoechst nuclear count, IL-1B stimulus; HUVEC cell count loss; cell count reduction, % at 2 µM; 0.41% of 94,000 active;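 active = cell count reduction more than 3 SD above the screen-wide mean, cut at about 70% in these data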;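 also: normalized per plate to untreated control cells as the no-loss baseline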
cytoskel mod – modifiers of F-actin cytoskeleton organization, primary screen, imaging, HUVEC, phalloidin staining, high-content imaging; HUVEC TNFa F-actin phalloidin imaging; inhibition, % at 2 µM; 0.18% of 91,000 active;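 active = inhibition above the batch mean plus 3 SD and confirmed as a hit by visual image inspection, cut at about 30% in these data, passing the limit was not always enough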; also: strong numbers were not always called active
HUVEC tox TNFa – cytotoxicity in TNFa-stimulated HUVEC, primary screen, cytotoxicity control for VCAM1 expression modulator project, imaging, Hoechst nuclei count; HUVEC TNFalpha-stimulated, Hoechst cell count; cell count reduction, % at 2 µM; 0.17% of 93,000 active; AID 848, 2007;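 active = cell count reduction exceeding the screen mean by over 5 SD, scaled to untreated wells per plate, cut at about 78% in these data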;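 also: cells counted after 24 h of TNF alpha exposure following the 1 h pretreatment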
ERa SRC1 inh – ERα–SRC-1 coactivator interaction inhibitors, primary screen, biochemical, TR-FRET, ERα LBD, estradiol-bound; 1.7% of 86,000 active; TR-FRET ER-alpha LBD / SRC-1 peptide; inhibition, % at 25.6 µM; AID 629, 2007; in the data active = inhibition above about 50%;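 also: 0% = receptor plus peptide control and 100% = peptide only without receptor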
Pyk2 oligo antag – antagonists of Pyk2 self-association, primary screen, Q293 cells, FERM NanoBiT luminescence, HTS; active compounds read low; z-score (the deposit names both 25 µM and 10 µM); 0.83% of 99,000 active;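 active = Z-score of -3 or lower, scaled per plate to the spread of control and sample wells; inactive = z-score above -3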;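 also: negative z-score means lost luminescence so less FERM oligomerization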
PTPN22 inh 2 – PTPN22 phosphatase inhibitors, primary screen, biochemical, DiFMUP fluorescence, 2 µM. Tyrosine-protein phosphatase non-receptor type 22 (Homo sapiens), Q9Y2R2. recombinant LYP catalytic domain. inhibition, % at 2 µM. 0.21% of 96,000 active. AID 640, 2007;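 active = inhibition at 2 µM at or above a set limit, the screen mean plus 3 SD, cut at about 24% in these data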;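 also: 0% = DMSO with enzyme and 100% = enzyme fully blocked by orthovanadate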
Target sequence (Q9Y2R2 whole entry, looked up, the tested form may be a part): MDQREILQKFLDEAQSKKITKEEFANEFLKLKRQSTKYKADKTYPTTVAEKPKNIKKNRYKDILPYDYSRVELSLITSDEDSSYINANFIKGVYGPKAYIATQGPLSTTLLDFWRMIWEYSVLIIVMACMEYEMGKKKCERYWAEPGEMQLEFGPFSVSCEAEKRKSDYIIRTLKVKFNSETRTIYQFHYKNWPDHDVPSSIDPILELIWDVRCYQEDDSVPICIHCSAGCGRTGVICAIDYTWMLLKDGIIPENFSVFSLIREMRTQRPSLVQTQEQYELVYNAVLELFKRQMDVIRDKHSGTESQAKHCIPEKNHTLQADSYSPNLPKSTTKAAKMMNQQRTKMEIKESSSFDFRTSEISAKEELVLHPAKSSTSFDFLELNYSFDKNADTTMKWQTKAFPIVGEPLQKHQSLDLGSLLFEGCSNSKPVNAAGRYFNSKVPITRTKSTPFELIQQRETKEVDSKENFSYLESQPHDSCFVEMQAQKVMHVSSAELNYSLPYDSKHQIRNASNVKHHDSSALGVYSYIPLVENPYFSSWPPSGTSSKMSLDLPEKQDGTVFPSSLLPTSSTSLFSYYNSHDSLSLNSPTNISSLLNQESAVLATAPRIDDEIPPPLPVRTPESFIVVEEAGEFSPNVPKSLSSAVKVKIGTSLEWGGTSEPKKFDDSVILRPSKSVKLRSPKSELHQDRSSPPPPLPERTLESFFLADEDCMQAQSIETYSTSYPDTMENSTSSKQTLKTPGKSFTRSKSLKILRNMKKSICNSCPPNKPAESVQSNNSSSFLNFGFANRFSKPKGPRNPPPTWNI
PTPN22 act – LYP phosphatase activators, primary screen, biochemical, DiFMUP fluorescence, 2 µM; Tyrosine-protein phosphatase non-receptor type 22 (Homo sapiens), Q9Y2R2; recombinant LYP; 0 = plate median, 100 = signal doubled; activation, % at 2 µM; 0.11% of 96,000 active;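 active = activation at 2 µM above a set limit, the mean plus 5 SD, cut at about 37% in these data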
Starred values were filed as active, the others as inactive; . = no result given; [ ] = remark or other dose.

#1 O=C(NNC(=O)c1ccccc1[N+](=O)[O-])c1cnccn1
#2 COc1ccccc1NC(=S)NCCc1ccc(Cl)cc1
#3 COc1ccc(Cl)cc1-n1c(N)c(C(N)=O)sc1=S
#4 COc1ccccc1OCC(=O)Sc1ccc(C)cc1
#5 CC(=O)N1CCc2cc(Br)cc(S(=O)(=O)N3CCCCCC3)c21
#6 O=C(OC(C(=O)NC1CCCC1)c1cccnc1)C1=Cc2ccccc2OC1 (configuration not stated)

assay / compound,1,2,3,4,5,6
VCAM1 TNFa inh,-6,3,8,6,-13,7
FAK blocker,1,-5,8,-2,-2,2
IL1B cytotox,-17,10,0,0,-12,-9
cytoskel mod,8,-7,-62,-17,18,17
HUVEC tox TNFa,2,22,44,-3,-29,-13
ERa SRC1 inh,-6,2[fluorescence artefact?],-8[fluorescence artefact?],24[fluorescence artefact?],-3,3
Pyk2 oligo antag,-0.95,0.63,-0.37,0.15,-1,-0.39
PTPN22 inh 2,10,-12,-2,-4,-4,-12
PTPN22 act,-8,12,-1,3,4,12

#7 O=c1[nH]cnc2c1sc1nc3c(c(-c4ccc(Cl)cc4)c12)CCC3
#8 O=C(Nc1nc2ccccc2s1)c1cc2c(s1)-c1ccccc1OC2
#9 CCOC(=O)/C=C1\SCC(=O)N1CC(=O)NC1CCCCC1
#10 CCN(CC)C(=O)CN(c1ccc2c(c1)OCO2)S(C)(=O)=O
#11 CN(C(=O)c1cnccn1)c1nnc(-c2cnccn2)s1
#12 O=C(Nc1ccc2c(c1)OCO2)c1ccc(Br)o1

assay / compound,7,8,9,10,11,12
VCAM1 TNFa inh,-27,1,-8,8,.,17
FAK blocker,-15,11,1,0,0,1
IL1B cytotox,3,8,-84,-134,0,13
cytoskel mod,1,7,18,-14,-7,2
HUVEC tox TNFa,-12,-2,-51,-19,.,-6
ERa SRC1 inh,.,71*,-5,8,3,-8
Pyk2 oligo antag,-0.74,.,0.89,-0.75,-0.36,0.38
PTPN22 inh 2,18,3,-1,13,-2,-3
PTPN22 act,-18,-4,1,-11,1,4

#13 CCN(CC)C(=O)CSc1nnc(CNc2ccc(F)cc2)n1-c1ccccc1
#14 COc1ccc2c(C(=O)CN(C)C3CCCCC3)c[nH]c2c1
#15 CCOC(=O)C(Cc1ccccc1)NC(=O)CCc1c(C)nc2ncnn2c1C (configuration not stated)
#16 O=S(=O)(Nc1nc2ccccc2nc1N1CCN(c2ccccn2)CC1)c1ccc(Cl)cc1
#17 CCn1c(=O)c(-c2ccccc2)c(O)c2ccccc21
#18 Cc1ccc(/C([O-])=C(/C(=S)NCc2ccco2)[n+]2ccccc2)cc1

assay / compound,13,14,15,16,17,18
VCAM1 TNFa inh,4,7,-4,-16,6,11
FAK blocker,0,4,-1,-9,0,1
IL1B cytotox,-3,22,-17,-3,-4,-3
cytoskel mod,16,-25,12,-10,2,6
HUVEC tox TNFa,-7,7,-13,-15,-22,-13
ERa SRC1 inh,-4,-4,15,.,5,.
Pyk2 oligo antag,-0.72,0.15,-0.02,-0.23,-0.2,.
PTPN22 inh 2,1,-5,-11,4,-2,-17
PTPN22 act,-2,8,8,-10,1,14

#19 CC(C)C(NS(=O)(=O)c1cccs1)C(=O)N1CCc2ccccc2C1 (configuration not stated)
#20 CCCCn1c(N2CCC(Cc3ccccc3)CC2)nc2c1c(=O)[nH]c(=O)n2C
#21 O=C1CC(c2ccco2)Cc2nc(Nc3nc(-c4ccccc4)c4ccccc4n3)ncc21 (configuration not stated)
#22 O=C(CSc1nc2ccccc2s1)NC(=O)NCc1ccco1
#23 CCOc1ccc(-c2csc(N)c2C(=O)OC)cc1
#24 CCc1c(C)nc2c(C#N)c(C)[nH]n2c1=O

assay / compound,19,20,21,22,23,24
VCAM1 TNFa inh,-13,14,8,.,21,7
FAK blocker,-1,6,1,8,-3,4
IL1B cytotox,-4,25,-42,-13,21,-6
cytoskel mod,5,12,-26,.,8,-5
HUVEC tox TNFa,-25,-9,-16,.,4,-1
ERa SRC1 inh,8[fluorescence artefact?],22,43,14[fluorescence artefact?],-2,-2
Pyk2 oligo antag,-0.64,-1.8,-0.94,0.51,-0.25,0.4
PTPN22 inh 2,-6,16,-3,2,30*,-18
PTPN22 act,4,-18,2,-4,-29,24

One compound at a time, from the list above. Order of values: VCAM1 TNFa inh | FAK blocker | IL1B cytotox | cytoskel mod | HUVEC tox TNFa | ERa SRC1 inh | Pyk2 oligo antag | PTPN22 inh 2 | PTPN22 act
CCOc1ccc(-c2csc(N)c2C(=O)OC)cc1 as listed: 21 | -3 | 21 | 8 | 4 | -2 | -0.25 | 30* | -29
CCc1c(C)nc2c(C#N)c(C)[nH]n2c1=O as listed: 7 | 4 | -6 | -5 | -1 | -2 | 0.4 | -18 | 24

The listing continues:
#25 COc1cc(/C=N/NC(=O)C(C)n2nnc3ccccc32)ccc1O (configuration not stated)
#26 CCOc1cc(CN2CCCCC2)ccc1OC
#27 CN(C)CCN1C(=O)c2oc3ccccc3c(=O)c2C1c1cccc(Br)c1 (configuration not stated)
#28 O=C(COc1ccc(Cl)cc1)Nc1ccccc1C(=O)NCc1ccco1
#29 Cc1cc(=O)[nH]c(SCC(=O)NCc2ccco2)n1
#30 O=C(Cn1c(=O)sc2ccccc21)N1CCOCC1

assay / compound,25,26,27,28,29,30
VCAM1 TNFa inh,-24,10,-9,0,10,-8
FAK blocker,-1,0,2,0,8,0
IL1B cytotox,-14,4,-51,-24,-2,-16
cytoskel mod,-3,-22,-27,5,31,11
HUVEC tox TNFa,-15,0,-12,-21,19,-38
ERa SRC1 inh,.,-10,-8,10,50[fluorescence artefact?],-6
Pyk2 oligo antag,0.21,-0.05,1.5,-1.8,-0.52,0.79
PTPN22 inh 2,-19,1,-11,13,10,5
PTPN22 act,14,0,11,-12,-6,-8

#31 CCOC(=O)c1cccc(NC(=O)CSc2nnc(CNc3ccc(C)cc3)n2CC)c1
#32 Cc1ccccc1C(=O)Oc1ccccc1C(=O)N1CCOCC1
#33 Cc1cccc(C(=O)Nc2cccc(C(=O)N3CCOCC3)c2)c1
#34 O=C(CSc1nc(-c2ccccc2)cc(=O)[nH]1)N1CCOCC1
#35 O=C(Nc1ccc(N2CCN(Cc3ccccc3Cl)CC2)cc1)c1cccnc1
#36 O=C(Cn1c(=O)oc2cc(S(=O)(=O)N3CCCCCC3)ccc21)NC1CCCCC1

assay / compound,31,32,33,34,35,36
VCAM1 TNFa inh,-12,6,10,-2,-5,-2
FAK blocker,5,0,-1,0,0,.
IL1B cytotox,8,-22,30,8,-50,-18
cytoskel mod,15,6,2,5,-9,6
HUVEC tox TNFa,2,-38,-17,-25,2,-6
ERa SRC1 inh,-5,-3,7[fluorescence artefact?],0,-5,32[fluorescence artefact?]
Pyk2 oligo antag,-0.06,0.19,-0.05,1.3,0.15,.
PTPN22 inh 2,2,-1,6,2,-12,9
PTPN22 act,-2,2,-2,-2,8,-10

Fetched one by one from the entries so far:
#34 O=C(CSc1nc(-c2ccccc2)cc(=O)[nH]1)N1CCOCC1
#32 Cc1ccccc1C(=O)Oc1ccccc1C(=O)N1CCOCC1

assay / compound,34,32
VCAM1 TNFa inh,-2,6
FAK blocker,0,0
IL1B cytotox,8,-22
cytoskel mod,5,6
HUVEC tox TNFa,-25,-38
ERa SRC1 inh,0,-3
Pyk2 oligo antag,1.3,0.19
PTPN22 inh 2,2,-1
PTPN22 act,-2,2

Next part.
#37 CCNc1nc(NCC)nc(ON=C(C)C)n1
#38 COc1ccc(-c2cc(-c3ccccc3O)[nH]n2)cc1
#39 Cc1ccc(-c2nc3c(=O)n(C)c4ccccc4c3o2)cc1
#40 O=C(CSc1nc(-c2ccco2)cc(C(F)(F)F)n1)NC1CCCCCCC1
#41 CC1CCN(C(=O)CC2C(=O)Nc3c2c(=O)n(C)c(=O)n3Cc2ccccc2)CC1 (configuration not stated)
#42 Oc1ccc(CNc2ccccc2F)c2cccnc12

assay / compound,37,38,39,40,41,42
VCAM1 TNFa inh,14,17,14,4,25,12
FAK blocker,-1,1,2,0,-4,4
IL1B cytotox,-21,-10,-45,11,-18,-32
cytoskel mod,-28,.,.,-14,-19,11
HUVEC tox TNFa,13,9,-25,-13,3,-16
ERa SRC1 inh,.,-8,40[fluorescence artefact?],-9,-2,20[fluorescence artefact?]
Pyk2 oligo antag,.,-1,-1.8,-0.32,-0.15,1.6
PTPN22 inh 2,0,-10,-7,6,2,2
PTPN22 act,3,12,6,-6,2,-3

#43 CCCCN(CCCC)C(=O)c1nsnc1-c1ccccc1O
#44 CCOc1ccc(N2CC(O)Cn3c2nc2c3c(=O)n(CCCc3ccccc3)c(=O)n2C)cc1 (configuration not stated)
#45 O=C(NCc1ccccc1)NC1CC2CCC(C1)N2Cc1ccco1 (configuration not stated)
#46 Cn1c(COc2ccccc2)nnc1SCC(=O)NCc1ccccc1
#47 Cc1c(CCO)c(=O)n(-c2ccccc2)n1S(=O)(=O)c1ccc(F)cc1
#48 CC(C)Sc1nc2sc(-c3ccccc3)cc2c(=O)n1N

assay / compound,43,44,45,46,47,48
VCAM1 TNFa inh,-4,-7,-15,15,-2,13
FAK blocker,-2,-2,6,0,0,-1
IL1B cytotox,-47,-6,-20,0,-62,-20
cytoskel mod,13,14,-12,-20,2,-1
HUVEC tox TNFa,-23,-27,4,-5,-6,-5
ERa SRC1 inh,-3,1,-5,-2,6,.
Pyk2 oligo antag,-0.06,-0.21,-0.17,2,0.52,2.2
PTPN22 inh 2,-6,-16,2,3,-7,-4
PTPN22 act,4,16,-4,-6,4,1

Excerpt: nos. 45–48
#45 O=C(NCc1ccccc1)NC1CC2CCC(C1)N2Cc1ccco1 (configuration not stated)
#46 Cn1c(COc2ccccc2)nnc1SCC(=O)NCc1ccccc1
#47 Cc1c(CCO)c(=O)n(-c2ccccc2)n1S(=O)(=O)c1ccc(F)cc1
#48 CC(C)Sc1nc2sc(-c3ccccc3)cc2c(=O)n1N

assay / compound,45,46,47,48
VCAM1 TNFa inh,-15,15,-2,13
FAK blocker,6,0,0,-1
IL1B cytotox,-20,0,-62,-20
cytoskel mod,-12,-20,2,-1
HUVEC tox TNFa,4,-5,-6,-5
ERa SRC1 inh,-5,-2,6,.
Pyk2 oligo antag,-0.17,2,0.52,2.2
PTPN22 inh 2,2,3,-7,-4
PTPN22 act,-4,-6,4,1

(more compounds)
#49 FC(F)(F)c1cccc(N2CCN(CC3CC=CCC3)CC2)c1 (configuration not stated)
#50 COC(=O)[C@H](CC(C)C)NC(=O)NC1CCCc2ccccc21 (some centres not stated)
#51 O=C(Nc1ccc(F)cc1)NC1CCCCC1
#52 Cc1ccc(C)c2[nH]c(=O)c(CN(Cc3ccc4c(c3)OCO4)Cc3nnnn3Cc3ccco3)cc12

assay / compound,49,50,51,52
VCAM1 TNFa inh,19,-2,-3,2
FAK blocker,-1,1,1,2
IL1B cytotox,-3,6,0,-23
cytoskel mod,-10,-2,2,-8
HUVEC tox TNFa,-11,3,0,6
ERa SRC1 inh,5,-4,2[fluorescence artefact?],2
Pyk2 oligo antag,0.28,0.92,-0.05,1
PTPN22 inh 2,-8,-12,10,10
PTPN22 act,12,9,-8,-11
